Bioassay records (PubChem BioAssay)
FXIIa inh 1536: factor XIIa (human) inhibition | P00748 | purified FXIIa, Boc-QGR-AMC fluorogenic substrate, 2 h | inhibition, % at 5 µM | 0.3% of 220,000 active; in the data active = inhibition above about 40%;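 also: 0% = enzyme with no compound and 100% = blank without enzyme; many of its hits are not listed in these tables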
thrombin 1536: inhibitors of human thrombin; P00734; alpha-thrombin, Boc-VPR-AMC fluorogenic substrate cleavage; inhibition, % at 5 µM; 0.26% of 220,000 active; AID 1046;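 active = inhibition at or above 40%; inactive = inhibition below 40%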;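 also: 0% = enzyme with no compound and 100% = wells without enzyme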
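System – human alpha-thrombin · Medium – pH 7.5 Tris (50 mM) with NaCl 150 mM, Tween 20 0.05% · Compound – single-point dosing at 5 µM, 0.2% DMSO · Incubation – enzyme reaction carried out at room temperature · Technique – fluorescence of released AMC, ex 355 nm, em 460 nm · Read-out basis – % inhibition of thrombin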
FXIa inh: factor XIa (human) inhibition; purified FXIa, Boc-Glu-Ala-Arg-AMC fluorogenic substrate; inhibition, % at 5 µM; 0.14% of 220,000 active;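 active = inhibition of at least 40%; inactive = inhibition below 40%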;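 also: fluorescence of freed AMC excited at 355 nm; 0% = enzyme without compound and 100% = no enzyme blank; many of its hits are not listed in these tables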
Runt-SMMHC FRET: Runt domain-CBFb-SMMHC interaction inhibition; inhibition, % at 20 µM; AID 1434; Cerulean-Runt/Venus-CBFb-SMMHC FRET ratio 530/480, 1 h; 0.74% of 220,000 active;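 active = mean inhibition across duplicate retests at 20 µM reaching about 50%, limit read from the data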;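 also: 0% = DMSO wells and 100% = wells with excess untagged CBFb-SMMHC; inhibitors lower the FRET ratio by blocking Runt binding to CBFb-SMMHC; some results filed as inactive read as strong as hits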
KLK5 inh: kallikrein 5 (human) inhibition; recombinant hK5, fluorogenic AMC substrate cleavage; inhibition, % at 5 µM; 0.59% of 210,000 active; AID 873;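 active = inhibition of 40% or more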;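 also: 0% = enzyme controls without compound and 100% = no-enzyme blanks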
Target sequence (Q9Y337 67-293 limits assumed): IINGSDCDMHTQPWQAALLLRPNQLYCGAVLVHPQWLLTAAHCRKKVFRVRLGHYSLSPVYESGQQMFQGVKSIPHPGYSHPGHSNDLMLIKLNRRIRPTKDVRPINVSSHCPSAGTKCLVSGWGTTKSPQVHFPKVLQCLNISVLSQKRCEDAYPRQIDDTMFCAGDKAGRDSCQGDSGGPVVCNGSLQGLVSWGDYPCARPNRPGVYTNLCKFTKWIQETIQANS
Wee1 stabilizer: blocks degradation of human Wee1 kinase; P30291; HeLa Luc-Wee1K328M stability, luciferase luminescence; 100% = proteasome inhibitor MG132 effect; reporter increase, % at 5 µM; 1.2% of 220,000 active; AID 1321;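 active = activation above the mean of all tested compounds plus 3 SD, set per screening run, cut at about 8.8% in these data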;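 also: cells exposed to compound for 20 h before luminescence read; 0% = DMSO alone and 100% = MG132 at 30 µM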
14-3-3 Bad inh: disrupts binding of bovine 14-3-3 zeta to phospho-Bad peptide; TR-FRET 14-3-3zeta/Dy647-pBad peptide displacement, 1 h; inhibition, % at 21.7 µM; 0.71% of 220,000 active; AID 781;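 active = inhibition above about 70%, limit read from the data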;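 also: 0% = full 14-3-3 plus peptide FRET controls and 100% = background without 14-3-3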
Target sequence (P63103 whole entry, looked up): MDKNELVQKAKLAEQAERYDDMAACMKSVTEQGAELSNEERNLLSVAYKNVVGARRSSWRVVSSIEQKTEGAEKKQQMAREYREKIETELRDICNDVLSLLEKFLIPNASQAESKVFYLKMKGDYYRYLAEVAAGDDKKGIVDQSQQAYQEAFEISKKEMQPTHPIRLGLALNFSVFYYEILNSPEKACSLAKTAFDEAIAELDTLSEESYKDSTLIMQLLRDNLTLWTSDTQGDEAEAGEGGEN
Hck-Nef inh: human Hck-Nef kinase inhibition; P08631; inhibition, % at 20 µM; 0.68% of 220,000 active; Recombinant Hck-YEEI plus Nef, Z-Lyte FRET kinase assay;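 active = Hck-Nef kinase inhibition above about 50%, limit read from the data; inactive = inhibition below that limit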;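 also: 0% = DMSO with Hck plus Nef and 100% = Hck alone without Nef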
Target sequence (P08631 whole entry, looked up): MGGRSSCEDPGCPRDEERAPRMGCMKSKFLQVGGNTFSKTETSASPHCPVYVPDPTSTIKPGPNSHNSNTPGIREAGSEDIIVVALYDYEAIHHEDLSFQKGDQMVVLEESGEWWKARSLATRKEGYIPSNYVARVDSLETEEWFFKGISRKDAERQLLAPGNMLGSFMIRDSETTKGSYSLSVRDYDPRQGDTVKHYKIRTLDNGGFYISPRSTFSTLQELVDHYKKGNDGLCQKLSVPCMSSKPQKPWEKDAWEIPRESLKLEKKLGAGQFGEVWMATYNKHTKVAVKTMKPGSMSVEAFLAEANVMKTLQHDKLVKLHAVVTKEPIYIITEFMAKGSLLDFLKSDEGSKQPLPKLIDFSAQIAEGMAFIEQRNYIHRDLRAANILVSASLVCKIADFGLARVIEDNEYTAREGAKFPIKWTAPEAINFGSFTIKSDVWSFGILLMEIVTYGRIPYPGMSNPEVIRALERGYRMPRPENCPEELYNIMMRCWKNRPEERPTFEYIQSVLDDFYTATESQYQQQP
Runt-CBFb FRET: blocks binding of human RUNX1 Runt domain to CBFb; Q01196+Q13951; Cerulean-Runt/Venus-CBFb FRET ratio 530/480, 1 h; inhibition, % at 20 µM; 0.46% of 220,000 active; AID 1496;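 active = inhibition over about 50% at 20 µM in the single-dose screen, limit read from the data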;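 also: 0% = DMSO wells and 100% = excess unlabeled CBFb competitor control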
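Schedule: protein complex preformed 1 h, compound exposure 1 h, room temperature, dark; test system: Cerulean-labeled Runt domain protein; amount: 100 nM per protein; buffer or medium: Tris 50 mM pH 7.5, KCl, K2SO4, 0.01% BSA; read-out: loss of energy transfer signal; detection: FRET fluorescence; controls: 5 µM unlabeled CBFb as full-inhibition high control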
* hit, by the source's call; i = inactive; x = no result given; [ ] = dose if it differs, or a comment.

SMILES	FXIIa inh 1536	thrombin 1536	FXIa inh	Runt-SMMHC FRET	KLK5 inh	Wee1 stabilizer	14-3-3 Bad inh	Hck-Nef inh	Runt-CBFb FRET
Cc1c(Cl)cccc1NC(=S)NC1CC1	8	-10	6	1	-20	2	3[fluorescence artefact?]	2	-4
O=C(c1cccc([N+](=O)[O-])c1)c1cc2ccccc2o1	13	0	4	3	-18	-4	-12[fluorescence artefact?]	0	0
CCOC(=O)C(C)n1cnc2sc(C)c(C)c2c1=O (stereo not given)	12	-1	2	1	-10	1	-7	10	-1
COc1cccc(C(=O)NNC2=C(C(=O)C(F)(F)F)CCC2)c1	10	-4	21	-1	-14	-2	-13	4	0
NC(=O)c1ccccc1OCCOCCOCCOc1ccccc1C(N)=O	6	-3	-8	-2	-19	3	-12	8	2
CNc1nc(Cl)nc(Nc2ccccc2)n1	4	-4	-2	2	2	4	-8	-5	-2
O=C(NNC(=O)C1CC=CCC1C(=O)O)c1cccs1 (stereo not given)	6	-4	-3	0	-6	-2	-15	18	4
N/C(Cc1ccc([N+](=O)[O-])cc1)=N\OC(=O)c1cccc(Br)c1	4	-4	-1	-3	0	0	-8	-16	-1
O=C(c1ccc([N+](=O)[O-])o1)N1CCc2ccccc2C1	1	-7	-4	3	-3	8	3	29	2
CC(C)c1nc2sc3c(c2c(=O)o1)CCCC3	17	5	6	-2	-13	6	-5	2	-1
CCOC(=O)C(NC(C)=O)(Nc1ccc(S(=O)(=O)Nc2ncccn2)cc1)C(F)(F)F (stereo not given)	2	32	2	3	-8	-1	-1	17	2
COC(=O)c1c(C)[nH]c(C(=O)/C=C/c2cccc(Cl)c2)c1C	7	-5	3	-5	-5	1	4	4	0
O=C(Cn1nc(Cc2cccnc2)c2ccccc2c1=O)NCc1ccc2c(c1)OCO2	6	7	-7	-3	0	-2	1	1	2
COc1ccc(-c2nnc(SCC(=O)c3cccs3)n2-c2ccc(Cl)cc2)cc1	5	-4	2	-4	-10	-4	-14	3	-8
CCc1nnc(NC(=O)c2ccc3nc(CC)c(CC)nc3c2)s1	4	-4	-3	-2	-5	2	-7	-3	-2
COc1ccc(C2(CNC(C)=O)CCCC2)cc1OC	-8	-10	-8	2	1	-2	10[fluorescence artefact?]	1	2
Cc1c(/C=N/N=C2\CCC3C4CCc5cc(O)ccc5C4CCC23C)cnn1C (stereo not given)	9	8	7	4	24	3	1	3	-3
COc1ccc(O)c(C(=O)c2cc(C#N)c(=O)n(CCN3CCOCC3)c2)c1	10	0	-2	7	-9	-1	-1	0	6
CC1(C)CC(=O)C=C(Nc2ccc(Br)cn2)C1	0	2	-1	-11	-17	-2	8[fluorescence artefact?]	0	-3
Nc1ccc(S(=O)(=O)NC2=NCCCCC2)cc1N	5	-8	-2	1	0	-1	-12	-17	5
COc1ccc(/C=C/c2cc[n+](C(=O)Cc3ccccc3)cc2)cc1	5	-4	-3	2	-5	0	-9	4	3
C/C(=N\NC(=S)NCc1ccccc1)c1ccc2c(c1)OCCO2	13	2	-1	1	2	-2	-13	-5	2
Cc1cc(N2CCOCC2)n2nc(-c3cccc(F)c3)cc2n1	14	0	4	-1	-22	-1	5	-1	2
N#CCSc1nnc(-c2sc3ccccc3c2Cl)o1	12	1	6	0	-11	0	-2	1	0
CCOc1ccc(C2=NNC(c3cccs3)=Nc3ccc(OC)cc32)cc1OCC	12	3	7	1	0	0	8	-7	-2
COC(=O)c1c(NC(=O)C(Cl)Cl)sc2c1C(C(=O)OC)CC2 (stereo not given)	8	-2	2	0	-1	3	-7	7	-1
O=C(CCC1COc2ccccc2O1)Nc1ncccc1O (stereo not given)	19	3	2	-1	-7	-2	-1	8	1
Cc1ccccc1CN(C)CC(=O)Nc1ccccc1-c1ccccc1	12	-2	6	-3	0	0	-3	-1	-4
Cc1[nH]c(=O)[nH]c(=O)c1/C=N/NC(=O)[C@@H](NC(=O)OC(C)(C)C)C(C)C	2	-2	-4	3	-45	0	26	2	0
CCNC(=O)CSc1nc(-c2ccccc2)cs1	10	x	7	1	16	1	1	7	0
COC(=O)c1sccc1NC(=O)CC1C(=O)NCCN1C(=O)Nc1ccc(OCc2ccccc2)cc1 (stereo not given)	2	-2	1	-7	3	1	1	26	-2
CCOC(=O)C1CCN(C(=O)Nc2ccc(OC(F)(F)F)cc2)CC1	4	-8	-3	0	-1	1	-1	16	0
CN(C)CCCNc1oc(-c2cccc(Cl)c2)nc1C#N	12	-2	1	-1	-58	-1	8	-1	-1
Cc1noc(C)c1CN(C(=S)NC(C)C)c1ccccc1	13	-7	6	-4	2	-2	-4	0	0
CCCN(CCC)CCCNC(=O)c1cc2cc3ccc(OC)cc3nc2o1	-206	-28	-60	4	i	-2	x	1	0
Cc1cccc(C(=O)NNC(=O)c2ccco2)c1	10	-1	4	3	-16	-4	3[fluorescence artefact?]	7	0
FC(F)(F)COc1ccc(-c2nnc(SCc3ccccc3)o2)cn1	9	-3	5	-3	1	0	-9	16	0
O=C(NC1CCCc2ccccc21)c1ccc2c(c1)OCO2 (stereo not given)	8	-1	-1	0	4	3	-10	-7	1
COc1ccc(NC(=O)N[C@@H](CCSC)C(=O)O)cc1OC	6	-3	-9	1	8	-1	-4	11	-1
COc1ccc(/C=N/N=C2/SCC(=O)N2Cc2ccccc2)cc1	13	-5	8	-7	6	-2	0	1	0
O=C(c1ccccc1F)c1cc2c(cc1[N+](=O)[O-])OCCO2	-3	-1	3	-1	-22	1	14	4	0
N#CCNC(=O)c1cccn1-c1ncc(C(F)(F)F)cc1Cl	10	-11	3	-3	-6	4	-5	24	-1
COc1ccc([C@H]2[C@H](C(=O)OC(C)(C)C)N3N=Cc4ccccc4C3C23C(=O)c2ccccc2C3=O)c(OC)c1 (stereo not given in full)	4	-5	0	6	-11	-2	-17	2	4
CCCS(=O)(=O)N1CCC(C(=O)NCCN(CC)c2ccccc2)CC1	6	-3	-1	4	-11	3	8[fluorescence artefact?]	1	-2
Cc1nn(-c2ccccc2)c(N2CCCC2)c1/C=N/NC(=S)Nc1ccccc1F	11	-6	8	5	-5	1	2	3	3
O=C(Cc1ccccc1)N/N=C/c1ccccc1Cl	13	1	3	3	-6	4	13	0	-3
Cc1ccc(/C=N/n2c(-c3cccs3)n[nH]c2=S)cc1	14	3	3	10	-18	-1	-1	1	10
COc1cccc(C(=O)/C=C/Nc2ccc(S(=O)(=O)Nc3nc(C)cc(C)n3)cc2)c1	15	3	3	31	-20	1	-16[fluorescence artefact?]	10	18
Cc1c(S(=O)(=O)c2ccccn2)c(N)n(Cc2ccccc2Cl)c1C	2	-2	1	1	3	2	-2	23	0
COc1ccccc1/C=C\C=N\n1c(C2CCCCC2)n[nH]c1=S	5	-8	3	4	-17	2	-4	3	7

Arranged by molar mass (lowest first): part of the list above.
SMILES	FXIIa inh 1536	thrombin 1536	FXIa inh	Runt-SMMHC FRET	KLK5 inh	Wee1 stabilizer	14-3-3 Bad inh	Hck-Nef inh	Runt-CBFb FRET
CN(C)CCCNc1oc(-c2cccc(Cl)c2)nc1C#N	12	-2	1	-1	-58	-1	8	-1	-1
COc1ccccc1/C=C\C=N\n1c(C2CCCCC2)n[nH]c1=S	5	-8	3	4	-17	2	-4	3	7
CCOC(=O)C1CCN(C(=O)Nc2ccc(OC(F)(F)F)cc2)CC1	4	-8	-3	0	-1	1	-1	16	0
COc1ccc([C@H]2[C@H](C(=O)OC(C)(C)C)N3N=Cc4ccccc4C3C23C(=O)c2ccccc2C3=O)c(OC)c1 (stereo not given in full)	4	-5	0	6	-11	-2	-17	2	4

Continuation.
SMILES	FXIIa inh 1536	thrombin 1536	FXIa inh	Runt-SMMHC FRET	KLK5 inh	Wee1 stabilizer	14-3-3 Bad inh	Hck-Nef inh	Runt-CBFb FRET
CC(C)(C)c1ccc(OCCN2CCCC2)cc1	14	-3	-2	-1	-9	-2	22[fluorescence artefact?]	2	1
CCOC(=O)c1c(C)nc2c(c1-c1ccc(OC)cc1)C(=O)CC(C)(C)C2	11	-1	2	-1	0	-1	2	0	-3
CSc1nc2nc3c(c(=O)n2[nH]1)CCC3	-1	-7	-12	-1	-5	-4	-19	1	2
O=C(CSc1nnc(SCc2ccccc2)s1)N/N=C/C=C\c1ccco1	17	-2	10	-17	-78	-1	-16	15	5
Cc1ccc(NC(=O)CN(C)C(=O)CSc2nnnn2C)cc1	9	-5	3	-3	-4	2	-1	-8	2
COCCn1c(C)nnc1SCC(=O)Nc1ccccc1[N+](=O)[O-]	11	-4	1	4	5	-4	-2	26	0
Cc1oc2ccc(O)cc2c1C(=O)c1ccc([N+](=O)[O-])cc1	13	-2	4	4	-10	1	10[fluorescence artefact?]	13	-2
COc1ccc(-n2cc(CNCCc3nc(C)cc(C)n3)c(-c3ccccc3Cl)n2)cc1	4	-3	-3	x	-14	0	-6	24	x
CC1=C(C(=O)Nc2cccnc2)C(c2cccnc2)n2nc(-c3cccs3)nc2N1 (stereo not given)	-3	2	0	-1	6	0	-6	2	-4
CCCC(=O)Nc1ccc(C(=O)Nc2cc(C(F)(F)F)ccc2Cl)cc1	0	-3	6	0	3	-2	-8	-1	-1
Cc1ccc(C2CC(c3ccccc3C)n3nc(N)nc3N2)cc1 (stereo not given)	12	-1	0	-1	-7	-2	5[fluorescence artefact?]	-3	-9
Cc1ccc(C(=O)O)cc1NC(=S)NC(=O)c1ccc([N+](=O)[O-])cc1Cl	8	-4	2	1	7	3	-6	3	1
COc1ccc(S(=O)(=O)N2CCOCC2)cc1NC(=O)CN1CCCC1	28	x	23	0	23	6	0	7	0
O=C(COC(=O)c1cccc(S(=O)(=O)N2CCN(c3ccccc3)CC2)c1)NCC1CCCO1 (stereo not given)	9	0	0	-2	-1	-3	-8	28	0
COc1ccc2c(c1)c(=O)c(Br)c(C)n2Cc1ccccc1	-2	1	5	-7	2	2	-3	-2	-3
COc1ccc(OCC(=O)Nc2ccccc2O)cc1	16	4	0	3	-4	0	9	-1	2
Oc1c(C(c2cccs2)N2CCN(c3ccccc3)CC2)sc2ncnn12 (stereo not given)	12	-3	1	3	-4	-3	10	0	-2
O=S(=O)(c1ccccc1)c1cnn(-c2ccccc2)c1-c1ccc(Cl)cc1	-6	-18	-2	2	1	0	9	0	0
CCOC(=O)c1c(-c2cccc([N+](=O)[O-])c2)cn2ccccc12	5	-1	-2	-7	0	-3	-3	-2	-3
CC1CCN(Cc2csc(N)n2)CC1	9	0	-9	1	-8	-1	3	2	0
Cc1ccc(CN2CCN(Cc3cnn(-c4ccc(F)cc4)c3)CC2CCO)o1 (stereo not given)	9	-4	0	x	2	-2	-9	15	x
COC(=O)c1[nH]c2c(c1C)C(=O)CCC2	12	-2	4	-9	-11	-1	3	2	-2
COc1cc(-c2cc(C(=O)Nc3ccc(S(=O)(=O)Nc4ncccn4)cc3)c3ccccc3n2)cc(OC)c1OC	8	2	9	-4	13	3	16	2	-4
COc1cccc(C(=O)Nc2ccc3nc(N4CCN(c5ncccn5)CC4)cc(C)c3c2)c1OC	-12	-1	-6	-1	-22	1	38[fluorescence artefact?]	34	-1
